Screening results (PubChem BioAssay)
Yfh1-off respiration = enhancers of respiration in Yfh1-depleted yeast, dose response, Friedreich's ataxia, plus single-dose screen (AID 1465) | 0.074% of 220,000 active | S. cerevisiae Yfh1-off respiration, WST-1 reduction, 72 h; higher fold induction means a stronger effect | one-dose fold induction at 50 µM; EC50 in µM for titrated hits;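 active = fold induction of absorbance versus untreated yeast above a set limit, then at least 30% activation at any dose in follow-up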;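 note: activators that raise dye reduction in frataxin-depleted yeast; strong numbers were not always called active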
Autophagy mod = autophagy modulators in MEF cells, primary screen, imaging, high-content, MEF GFP-LC3; MEF GFP-LC3 puncta imaging; test concentration mostly 10 µM; calls only at 10 µM (by protocol); 0.98% of 190,000 active; AID 463193, 2010;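 active = percentage of spot-positive cells more than 3 SD above its plate mean, without a fluorescence outlier flag or 80% toxicity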;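 note: spot-positive cell cutoff set from DMSO-treated cells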
Ins promoter up = insulin promoter activators in MIN6 cells, imaging, high-content screening, mouse beta cells | AID 1625, 2009 | z-score at 5 µM | 0.3% of 190,000 active | MIN6 insulin promoter-GFP reporter; hits give high values;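 active = z-score above 3 at 5 µM with at least 500 cells counted in the well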
MT stabilize HCS = microtubule stabilizers in HeLa cells, primary screen, imaging, high-content imaging. AID 2205, 2009. % tubulin-high responders, % at 10 µM. HeLa tubulin immunostaining HCS, 24 h; share of cells brighter than vehicle mean+2SD. 0.83% of 200,000 active;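 active = plate Z-score above 3 for both tubulin-high and condensed-nucleus cell shares, with cell loss under 80%, at 10 µM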;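 note: anti alpha tubulin signal scored within the nucleus-defined area of each cell; some results filed as inactive read as strong as hits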
Dynein cargo inh = inhibitors of GR-EGFP nuclear translocation, primary screen, dynein cargo transport inhibitor project, imaging, high-content, 3617.4 mouse cells | test concentration mostly 20 µM; stimulated with dexamethasone, 1 µM; hits give low values | z-score, hits read low | 0.47% of 220,000 active | AID 1381, 2008;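 active = plate z-score of nuclear minus cytoplasmic receptor signal below a set negative limit, without overly bright fluorescence or cell loss, cut at about -3.5 in these data, passing the limit was not always enough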;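 note: z-score of nuclear minus cytoplasmic ring GR-EGFP intensity difference per well; some compounds called inactive have numbers as strong as hits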
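medium = tetracycline-free induction medium containing charcoal-stripped FBS | also added = 1.0 µM final dexamethasone stimulus | schedule = 48 h induction, 1 h compound, 30 min dex at 37 °C | technique = fixed, Hoechst-stained cells imaged at 10x for EGFP | measure = GR-EGFP nuclear translocation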
P. falciparum M1AAP = P. falciparum M1AAP inhibitors, biochemical, fluorogenic H-Leu-NHMec substrate, 1536-well (AID 1445) | Aminopeptidase N (Plasmodium falciparum (isolate 3D7)) | recombinant M1AAP, H-Leu-NHMec fluorogenic kinetic assay; higher % means a stronger effect | inhibition, % at 30 µM; hits with a dose series show IC50 in µM | 0.42% of 220,000 active;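 active = primary inhibition above the hit cutoff, then over 50% inhibition at one or more dose response concentrations, cut at about 23% in these data, passing the limit was not always enough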;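 note: plate controls were DMSO full reaction for no effect and no enzyme background for full effect; strong numbers were not always called active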
P. falciparum M17LAP = P. falciparum M17LAP inhibitors, primary screen, biochemical, fluorogenic H-Leu-NHMec substrate, 1536-well (AID 1619). recombinant M17LAP, H-Leu-NHMec fluorogenic kinetic assay; higher % means a stronger effect. one-dose inhibition, % at 30 µM; IC50 in µM for titrated hits. 0.38% of 220,000 active;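 active = compound inhibiting the enzyme by more than half at any dose during confirmatory dose-response retesting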;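 note: plate controls were full reaction with DMSO carrier for no effect and no enzyme background for full effect; strong numbers were not always called active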
Lipid droplet = inhibitors of hepatocyte lipid droplet formation, primary screen, imaging, high-throughput imaging, BODIPY stain; AML12 mouse hepatocytes, oleate lipid droplets; inhibition, % at 6.5 µM; 0.4% of 240,000 active; AID 1656, 2009;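 active = lipid droplet intensity inhibited by at least 50%, with more than 500 cells counted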
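Material – mouse AML12 hepatocyte cell line, fixed after treatment · Compound dosing – one dose, 6.5 µM compound · Times – compound with oleate, overnight · Measured by – Image-based BODIPY and DAPI two-channel analysis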
CSM14.1 death rescue = rescue of cells from ER stress-induced death, primary screen, 384-well, CSM14.1, thapsigargin, ATP luminescence (AID 1222); CSM14.1 thapsigargin-induced death rescue, ATP luminescence; higher % means a stronger effect; one-dose cellular ATP content (survival), % at 20 µM; EC50 in µM for titrated hits; 190,000 tested, under 10 active;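 active = EC50 below 50 µM in the dose-response confirmation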;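 note: death triggered by thapsigargin at about 15 µM added after 2 h compound pretreatment; cell ATP read after overnight thapsigargin exposure of roughly 18 to 22 hours; normalized against plate controls of thapsigargin alone and 5% DMSO vehicle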
Dynein cargo inh cytoplasmic EGFP = further read-out of Dynein cargo inh, marked with its call; z-score; measured here: cytoplasmic GR-EGFP intensity; hits give high values
Dynein cargo inh nuclear GR-EGFP = second read-out of Dynein cargo inh, no call of its own (marks repeat the call); z-score; measured here: nuclear GR-EGFP intensity;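 lower value marks the stronger effect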
Dynein cargo inh cell count = further read-out of Dynein cargo inh, marked with its call; z-score; measured here: cell count per field
Ins promoter up cell count = also measured in Ins promoter up; calls as there; cell count; measured here: cytotoxicity, nuclei count;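 total cells summed across four imaged fields per well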
Lipid droplet cells 6.5 µM = also measured in Lipid droplet; calls as there; cell count; measured here: cell count, cytotoxicity flag;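 cells counted across two imaged fields per well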
MT stabilize HCS Hoechst-high % = recorded beside MT stabilize HCS, whose call it bears; % Hoechst-high responders; measured here: nuclear condensation Hoechst responders;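 share of cells brighter than vehicle mean plus two SD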
MT stabilize HCS cytotoxicity % = second read-out of MT stabilize HCS, no call of its own (marks repeat the call); toxicity, %; measured here: cytotoxicity by cell density;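 0% = mean cell density of plate MIN control wells and 100% = no cells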
Autophagy mod cell loss 18 h = recorded beside Autophagy mod, whose call it bears; toxicity, %; measured here: cell loss, nuclei count;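 cell loss after 18 h compound exposure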
The depositor's hits bear a star; i = inactive; / = not tested or not shown.

SMILES	Yfh1-off respiration	Autophagy mod	Autophagy mod cell loss 18 h	Ins promoter up	Ins promoter up cell count	MT stabilize HCS	MT stabilize HCS Hoechst-high %	MT stabilize HCS cytotoxicity %	Dynein cargo inh	Dynein cargo inh cytoplasmic EGFP	Dynein cargo inh nuclear GR-EGFP	Dynein cargo inh cell count	P. falciparum M1AAP	P. falciparum M17LAP	Lipid droplet	Lipid droplet cells 6.5 µM	CSM14.1 death rescue
COc1ccc(C(=O)/C(=C\N(C)C)n2nc(C)cc2C)cc1	i	i	9	0.49	1590	2.9	1.7	5.3	2.4	-0.19	2.3	-2.7	2%	6%	-21	541	1.4%
C/C(=N\NC(=O)Cc1cccn1C)c1ccc2ccccc2c1	i	i	-22	-0.07	931	1.9	0.9	17	0.23	0.73	0.62	1.9	0%	33%	4	822	-0.6%
COc1ccc(C2CC(c3cccs3)=Nc3ccccc3S2)cc1OC (centres undefined)	i	i	15	-1.7	635	3.8	2.5	5.8	-0.1	-0.28	-0.032	1.8	3%	-3%	-11	684	2.4%
Cc1c(NC(=O)CC(C)C)c(=O)n(-c2ccccc2)n1C	i	i	-8	-0.02	1241	2.6	2.5	2.8	0.16	-0.31	-0.19	-0.25	-2%	8%	-12	645	0.0%
Cc1cccc(C)c1NC(=O)c1cc(-c2ccccn2)nc2ccccc12	i	i	25	-0.76	1232	1.5	2.2	6.7	-0.37	-0.25	-0.041	-0.25	6%	4%	17	688	-0.5%
O=C(C1=C[C@@H](c2ccc(C(F)(F)F)cc2)C[C@@H](OCCCCO)O1)N1CCOCC1	/	i	-5	-0.79	1337	4.4	1.3	7.6	-0.92	-0.31	-0.21	0.63	6%	2%	7	758	-0.3%
Cc1ccc(Sc2cnc(N)nc2C)cc1	i	i	5	0.29	1440	5.5	1.2	2.9	-0.15	-0.37	-0.22	0.5	3%	5%	2	681	1.6%
O=C(CN1C2=NCCN2c2ccccc21)c1cccs1	i	i	5	-0.26	1210	3.8	2.2	2.5	0.39	-0.27	0.3	0.44	3%	9%	4	554	0.2%
Cc1ccc(NS(=O)(=O)c2ccc(Cl)c(C(=O)Nc3ccccc3-c3nc4ccccc4[nH]3)c2)cc1C	i	i	4	-0.7	760	4.5	25	32	-0.83	-0.28	-0.62	0.49	10%	3%	3	669	-8.5%
Cn1c(C(=O)NCCN2CCCCCC2)cc2c(=O)n(C)c3ccccc3c21	i	i	-9	-0.12	931	2.6	3.6	7.6	-0.38	-0.09	-0.18	-0.099	1%	8%	/	/	-4.0%
Cc1nc(-c2ccccc2)sc1C(=O)CSc1ccccc1	i	i	22	0.54	1625	0.8	1.2	5.3	-0.23	-0.24	-0.65	0.84	6%	-3%	-19	561	4.2%
CCCCOc1ccc(C)cc1CN(CCO)CCO	i	i	-4	1.1	922	2.3	1.5	9.4	-0.22	-0.25	-0.12	0.1	10%	-9%	6	739	-0.4%
c1ccc(-c2cccc(-c3ccccn3)n2)nc1	i	i	20	-3.1	596	8.2	0.5	42	-0.35	-0.14	0.059	0.24	-17%	16%	/	/	-0.5%
O=C1C=C(O)c2c(O)cccc2C1=O	i	/	/	0.91	719	/	/	/	0.31	-0.65	0.71	-0.92	6%	7%	1	644	/
N#C/C(=C/c1cccc([N+](=O)[O-])c1)c1nnc2n1CCCCC2	i	i	-5	-0.45	1503	4.7	2.2	2.1	-1.3	-0.22	-0.92	0.52	9%	0%	-1	721	4.0%
Cc1ccc(/C=N/n2c(-c3ccco3)n[nH]c2=S)cc1	i	/	/	-0.13	1047	/	/	/	0.35	-0.081	0.13	0.42	7%	14%	-1	590	/
COc1ccc(/C=N/NC(=O)c2cccc(C(F)(F)F)c2)cc1	i	i	14	-0.33	1315	2.7	1.5	3.2	-0.15	-0.25	-0.032	0.5	15%	-3%	21	738	-1.2%
CC(C)NCCOc1cccc(Br)c1	i	i	-8	/	/	3.2	2.4	7.3	-0.28	-0.22	0.026	0.66	8%	-3%	20	791	-1.2%
COc1cc2c(cc1OC)CN(C(=O)c1ccc(Br)o1)CC2	i	/	/	-0.3	1072	/	/	/	0.46	-0.18	0.45	-0.61	5%	4%	-6	717	/
Cc1cc(=O)oc2cc(OCC(=O)NCc3ccncc3)ccc12	i	i	2	0.7	1557	2.8	1.9	2.8	-0.2	-0.24	-0.00045	1.4	10%	7%	/	/	-1.1%
COc1ccccc1OCC(=O)NNC(=O)Nc1ccc(Cl)cc1	i	i	18	0.51	1541	6.7	5.1	0.1	0.092	-0.3	0.55	-0.079	12%	9%	0	672	-2.8%
COc1ccc(/C=C2\SC(=O)N(CCn3cnnn3)C2=O)cc1	i	i	-5	0.51	1329	3.5	3.0	8.3	0.56	-0.039	1.2	-2.1	0%	-2%	4	678	-1.5%
Cc1cccc(NC(=O)CN2C(=O)S/C(=C\c3cc(C)n(C)c3C)C2=O)c1	i	i	-12	0.39	1332	2.6	3.0	11	0.66	-0.19	0.48	-0.36	9%	24%	1	617	0.0%
O=C(CSc1nc(-c2ccccc2)cs1)NCc1ccco1	i	i	-2	/	/	4.1	2.6	6.0	0.63	-0.26	0.23	0.46	16%	-5%	-2	666	-2.9%
c1csc(-c2nn3c(Cn4cnc5ccccc54)nnc3s2)c1	i	i	-5	-0.16	1812	4.8	1.9	2.8	-0.25	-0.25	-0.3	0.98	-1%	5%	8	700	0.2%
CCN1CCN(CCNC(=O)c2ccc(CS(=O)(=O)c3c(Cl)cccc3Cl)o2)CC1	i	i	3	1	898	4.2	2.8	4.1	1.1	-0.081	0.81	-0.87	-1%	-2%	/	/	0.1%
O=C(O)c1sccc1S(=O)(=O)c1ccccc1	i	i	1	-0.7	895	0.7	1.3	9.7	-0.49	-0.22	-0.34	0.98	10%	-10%	/	/	-1.1%
O=C1C(NS(=O)(=O)c2cccs2)=C(N2CCN(Cc3ccccc3)CC2)C(=O)c2ccccc21	i	/	/	0.12	1042	/	/	/	-0.4	-0.12	-0.054	-0.068	6%	4%	-4	660	/
O=C(Cn1c(-c2cncs2)nc2ccccc21)NCc1ccccc1	i	i	14	/	/	4.1	2.7	4.1	-0.31	-0.087	-0.31	0.77	2%	4%	10	828	-0.4%
COc1ccccc1-c1c(NC(=O)C(C)C)n(C)c2ccccc2c1=O	i	/	/	-0.47	1424	/	/	/	-0.37	-0.25	-0.38	0.64	2%	2%	/	/	/
O=C(NCc1ccco1)c1ccc(N2CCOCC2)c([N+](=O)[O-])c1	i	i	22	-0.47	1503	3.4	1.2	1.5	2	-0.16	1.2	-1.1	-5%	1%	12	702	0.4%
c1ccc2c(c1)Cn1nnnc1-2	i	i	-6	0.5	1119	1.9	2.3	6.5	0.12	-0.083	0.53	0.46	-2%	7%	/	/	-0.7%
CCCCC(c1nnnn1CCOC)N1CCN(C)CC1 (centres undefined)	i	i	4	/	/	4.1	1.9	4.1	0.42	-0.28	0.11	0.61	0%	2%	-2	709	-2.5%
Cn1cc(C(=O)N/N=C/c2ccc(Br)c([N+](=O)[O-])c2)c2ccccc21	i	/	/	/	/	/	/	/	0.36	-0.17	0.62	-0.28	4%	1%	17	668	/
CCOC(=O)c1cnc(-n2cc(C)cn2)nc1Nc1ccccc1OC	i	i	-4	-0.77	1217	1.6	1.7	8.2	0.21	-0.28	0.45	0.22	8%	-3%	4	757	-2.7%
CC1CCC/C(=C\Nc2ccc(C(=O)O)c(O)c2)C1=O (centres undefined)	i	/	/	-0.15	1063	/	/	/	0.76	-0.17	0.45	-0.53	7%	10%	-10	787	/

Sorted by value in Dynein cargo inh cell count (descending): some entries from above.
Molecule	MT stabilize HCS Hoechst-high %	Dynein cargo inh	Dynein cargo inh cytoplasmic EGFP	Dynein cargo inh nuclear GR-EGFP	Dynein cargo inh cell count	P. falciparum M1AAP	P. falciparum M17LAP
CCCCC(c1nnnn1CCOC)N1CCN(C)CC1 (centres undefined)	1.9	0.42	-0.28	0.11	0.61	0%	2%
CCOC(=O)c1cnc(-n2cc(C)cn2)nc1Nc1ccccc1OC	1.7	0.21	-0.28	0.45	0.22	8%	-3%
CC1CCC/C(=C\Nc2ccc(C(=O)O)c(O)c2)C1=O (centres undefined)	/	0.76	-0.17	0.45	-0.53	7%	10%

Later entries
SMILES	Yfh1-off respiration	Autophagy mod	Autophagy mod cell loss 18 h	Ins promoter up	Ins promoter up cell count	MT stabilize HCS	MT stabilize HCS Hoechst-high %	MT stabilize HCS cytotoxicity %	Dynein cargo inh	Dynein cargo inh cytoplasmic EGFP	Dynein cargo inh nuclear GR-EGFP	Dynein cargo inh cell count	P. falciparum M1AAP	P. falciparum M17LAP	Lipid droplet	Lipid droplet cells 6.5 µM	CSM14.1 death rescue
COc1ccc(NC(=O)c2cccc(OC(=S)N3CCOCC3)c2)cc1	i	/	/	-0.79	981	/	/	/	-0.012	-0.24	0.49	0.46	2%	-9%	10	639	/
Cc1ccc(C2=Nc3ccccc3NC(C)(c3ccc(C)o3)C2)o1 (centres undefined)	i	i	4	-1.1	1287	3.0	1.8	2.7	-0.51	-0.15	0.012	0.22	13%	16%	18	724	-2.9%
COc1cc(S(=O)(=O)NCC2CCCO2)ccc1Br (centres undefined)	i	i	4	-0.08	901	1.6	1.4	4.0	-0.061	-0.027	0.33	-0.44	8%	-1%	6	775	-1.0%
FC(F)(F)c1cc(-c2ccccc2)nc(-n2cncn2)n1	i	i	-5	0.42	1831	3.6	1.9	12	-0.17	-0.32	-0.2	-0.43	11%	8%	-16	515	-1.7%
